Screening results from PubChem.
Cav3 T inh – blocks human Cav3.2 T-type calcium channel; Cav3.2-expressing cells, Fluo-4 calcium fluorescence FDSS; active compounds read low; B-score at 10 µM; hit rate 4% among 100,000; AID 449739;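 active = single-dose well whose peak fluorescence ratio is a statistical outlier from its plate by either plate-standardised score or position-corrected B-score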
Numbers without * were called inactive. Some of the compounds tested (hit frequency here may not be typical).

Structure	Cav3 T inh
Clc1cccc(-c2nc(-c3ccccn3)no2)c1	0.0211
O=C(CCc1ccc(S(=O)(=O)N2CCOCC2)cc1)Nc1cc(Cl)ccc1N1CCOCC1	1.23
CCN=c1sc(C(=O)OC)cc(=O)n1CC	0.671
Cn1c2c(c(=O)n(C)c1=O)CN(CCN1CCNCC1)CN2	-0.92
Cc1nn(-c2ccc(Cl)cc2Cl)c(=O)c2ccccc12	0.507
O=C(OCCN(CCOC(=O)c1ccncc1)S(=O)(=O)c1cccs1)c1ccncc1	0.681
O=C(Nc1ccc2snnc2c1)Nc1cccc2ccccc12	-0.807
C=CCNc1nc(NCC)nc(N2CCOCC2)n1	0.542
O=C(Nc1nc2c(s1)CCCC2)c1cc2n(n1)C(C(F)(F)F)CC(C1CC1)N2 (stereo unspecified)	-1.29
COc1cc(OC)cc(C(=O)NCCN2CCOCC2)c1	0.529
CC(=O)NNC(=O)CCC(=O)Nc1ccccc1	1.39
COc1ccc2c(c1)C(=O)[C@@H](OC(=O)NCc1ccc3c(c1)OCO3)[C@H](c1ccc(OC)c(Br)c1)O2	-0.273
O=C(NC1CCCc2ccccc21)c1ccccc1Br (stereo unspecified)	0.0337
CC1(C)CC(=O)c2sc(NC(=O)CCS(=O)(=O)c3ccccc3)nc2C1	2.67
O=S(=O)(NC1=NCCCCCC1)c1cccs1	0.332
COC(=O)Cc1ccc(NC(=O)c2ccc(Br)o2)cc1	-0.109
CN(Cc1ccccc1)C(=O)Cn1c(=O)oc2cc(S(=O)(=O)N3CCCC3)ccc21	-0.0299
Cc1cccn2c(=O)c(/C=N/O)c(N3CCCCC3)nc12	-1.69
N#Cc1nc(-c2cccs2)oc1N1CCN(c2ccccc2)CC1	-1.59
COc1ccc(NC(=O)CCN2CCC(C)CC2)cc1	0.97
CCCC(=O)Nc1ccccc1-c1nnn(CC(=O)Nc2ccc(OCC)cc2)n1	0.0723
CCC(=O)NNc1cc(=O)c2c(=O)n(C)c(=O)n(C)c2[nH]1	1.48
O=C1c2ccccc2C(Nc2ccc(-c3nc4ccccc4[nH]3)cc2)N1Cc1ccco1 (stereo unspecified)	-2.17
COc1ccc(OC(C)C(=O)N2CCOCC2)cc1 (stereo unspecified)	0.285
COc1ccc(Cc2nnc(NC(=O)Cn3cnc4c3c(=O)n(C)c(=O)n4C)s2)cc1	-0.00745

Continuation:
Structure	Cav3 T inh
O=c1c2c(nc3cc(-c4ccc(F)cc4)[nH]n13)CCCC2	0.125
CC1=NNC(=O)C1C(c1ccc(F)cc1)C(C#N)C#N (stereo unspecified)	0.447
Cc1ccc2cc(CN(C(=O)c3ccncc3)C(C)C)c(=O)[nH]c2c1	0.45
CS(=O)(=O)N1CCN(c2ccc(C(=O)NC3C4CC5CC(C4)CC3C5)cc2[N+](=O)[O-])CC1 (stereo unspecified)	0.716
O=C(CN1C(=O)CSC1=O)Nc1ccc2c(c1)OCCO2	0.732
COc1cc2c(cc1OC)C(C)N(C(=O)Cn1ncc3c1-c1ccccc1OC3)CC2 (stereo unspecified)	0.574
COC(=O)c1cn(NC(=O)c2cc(OC)cc(OC)c2)c(=O)c2ccccc12	0.261
COc1cc(N)c(Cl)cc1NC(=O)c1ccccc1	-0.0517
Cc1csc(NC(=O)CSc2nc3ccccc3c(=O)[nH]2)n1	0.83
CCOc1ccc2nc(NC(=O)CS(=O)(=O)c3ccc(C)cc3)sc2c1	-0.686
COc1ccc(-c2ccc(SCC(=O)Nc3cc(C)on3)nn2)cc1OC	-0.000564
C[C@H]1CC[C@@]2(O[C@H](CCO)C[C@@H](O)[C@@H]2O)O1	0.045
COC(C/C=C/[C@@H](O)COCc1ccccc1)OC	0.755
Clc1ccccc1-c1nn2c(-c3ccncc3)nnc2s1	0.935
OCc1ccc(O)c2ncccc12	1.69
COCCCNC(=O)CC(NS(=O)(=O)c1ccc(F)cc1)c1ccc(OC)cc1 (stereo unspecified)	0.123
COC(=O)COc1ccc(S(=O)(=O)Nc2ccc3c(c2)OCO3)cc1Cl	-0.174
O=C(OCCn1cncn1)c1cc2ccccc2oc1=O	-0.568
Cc1ccccc1NC(=O)NCC1CCCO1 (stereo unspecified)	0.815
C/C(Cl)=C/CSc1nn2c(=O)c3ccccc3nc2s1	-0.87
Cc1c(OCc2ccccc2)c(=O)ccn1Cc1ccc(Cl)cc1	-0.118
NC(=O)CC(NC(=O)c1ccccc1)c1ccc(NCCOc2ccccc2)c([N+](=O)[O-])c1 (stereo unspecified)	1.16
COC(=O)CSc1nnc(CNC(=O)c2cc(OC)c(OC)c(OC)c2)n1C	-0.108
Cc1ccc(NC(=O)COC(=O)c2ccn(C)n2)cc1	0.341
CCC1(COC(=O)Nc2cccc(Cl)c2)COC1	-0.764

Seven compounds out of the list, ordered by number of heavy atoms, rising:
Structure	Cav3 T inh
Cc1ccccc1NC(=O)NCC1CCCO1 (stereo unspecified)	0.815
Cc1ccc(NC(=O)COC(=O)c2ccn(C)n2)cc1	0.341
O=c1c2c(nc3cc(-c4ccc(F)cc4)[nH]n13)CCCC2	0.125
COC(=O)c1cn(NC(=O)c2cc(OC)cc(OC)c2)c(=O)c2ccccc12	0.261
COCCCNC(=O)CC(NS(=O)(=O)c1ccc(F)cc1)c1ccc(OC)cc1 (stereo unspecified)	0.123
COc1cc2c(cc1OC)C(C)N(C(=O)Cn1ncc3c1-c1ccccc1OC3)CC2 (stereo unspecified)	0.574
CS(=O)(=O)N1CCN(c2ccc(C(=O)NC3C4CC5CC(C4)CC3C5)cc2[N+](=O)[O-])CC1 (stereo unspecified)	0.716

The main list resumes, repeating the 2 entries before the break.
Structure	Cav3 T inh
Cc1ccc(NC(=O)COC(=O)c2ccn(C)n2)cc1	0.341
CCC1(COC(=O)Nc2cccc(Cl)c2)COC1	-0.764
CCCCCc1ccc(S(=O)(=O)NCCc2ccncc2)cc1	-1.98
Cc1ccccc1CS(=O)(=O)CCC(=O)NCc1ccccn1	0.0761
COc1ccccc1-c1cc(C(F)(F)F)n2ncc(S(=O)(=O)c3ccccc3)c2n1	-2.08
CCCCn1c(SCC(=O)NCc2ccccc2)nc2ccc(N3CCOCC3)cc2c1=O	-0.19
O=c1ccnc(NCCc2ccccc2)[nH]1	-0.00841
Cc1cc(C)c(NC(=O)CSc2nnc(-c3ccncc3)n2Cc2ccco2)c(Cl)c1	1.17
C=CCn1c(CNc2ccccc2)nnc1SCC(=O)N/N=C/c1ccccc1O	-3.23
COCCCNC(=O)CC(NS(=O)(=O)c1ccc(Cl)cc1)c1ccc(OC)cc1 (stereo unspecified)	-0.224
COCCN(Cc1cc2cccc(C)c2[nH]c1=O)C(=O)c1ccccc1	-0.0187
Cc1ncc(S(=O)(=O)c2ccc(Cl)cc2)c(-c2ccccc2)n1	-2.3
Cc1ccc(C(=O)CSc2nsc(C)c2C#N)cc1	-0.456
COC(=O)CCc1c(C)[nH]c(=S)[nH]c1=O	0.042
COc1cc(-c2nnc(-c3ccco3)o2)ccc1OCc1ccccc1	-1.42
O=C(CCN1CCCCCC1)Nc1ccccc1F	0.0122
CSCCC(NC(=O)c1ccoc1C)C(=O)O (stereo unspecified)	-0.47
Cc1ccc(CNC(=O)CCc2ccc(S(=O)(=O)NC3CCCCC3)cc2)cc1	-4.07
CC(C)(C)c1ccc(S(=O)(=O)CCc2ccccn2)cc1	0.913
COc1ccc(/C(O)=C2/C(=O)C(=O)N(Cc3cccnc3)C2c2ccncc2)cc1F (stereo unspecified)	0.45
Cn1c(NCc2cccs2)nc2ccccc21	0.508
O=C(CSc1nc(NS(=O)(=O)c2ccccc2)cc(=O)[nH]1)Nc1ccc(F)cc1	0.225
CC1CCCN(c2ccc(/C=C(\C#N)c3nn(-c4ccccc4)c(N)c3C#N)cc2[N+](=O)[O-])C1 (stereo unspecified)	-0.769
Cc1ccc(S(=O)(=O)NC2CCCC(C(=O)O)C2)cc1 (stereo unspecified)	0.564
CNC(=O)c1cc2c(ccc3ccccc32)oc1=N	0.373
CCCNc1nc(C)cc(-c2cc(C(=O)NC3CCCC3)on2)n1	-0.216
C#CCOCCOCCOCCNc1nc(N2CCN(C(=O)[C@H](CCC(=O)O)n3cc(C(N)Cc4ccc(O)cc4)nn3)CC2)nc(N2CCN(C(=O)[C@H](CCCCN)n3cc(C(N)[C@H](C)CC)nn3)CC2)n1 (stereo partly specified)	0.254

Additional records:
Structure	Cav3 T inh
Cc1ccc(NCCC(=O)c2cccs2)cc1Cl	-0.886
COCCn1c(SCC(=O)NCc2ccco2)nnc1-c1c[nH]c2ccccc12	0.727
Cc1c(Cl)cccc1NC(=O)c1cc(C2CC2)on1	-1.57
CCCCN(CCCC)c1nc(OC)nc(-n2nnc(C(C)=O)c2C)n1	-1.46
CC(=O)c1ccc(N=Cc2c(O)n(-c3cc(Cl)ccc3N3CCOCC3)c(=O)c3ccccc23)cc1	0.335
COCCCNc1nc2c(-c3cccc(C)c3)nnn2c2ccccc12	0.302
COc1cccc(C2CC(c3ccccc3)Nc3ncnn32)c1 (stereo unspecified)	0.00682
COc1ccc(CN2C(=O)CN=C2Nc2cccc(C)c2C)cc1	-0.833
CC(C)c1nc(SCC(=O)Nc2nc3c(s2)CCCC3)c2ccccc2n1	-3.08
O=C(C1=C(O)C(=O)N(Cc2ccco2)C1c1cccnc1)c1cc2ccccc2o1 (stereo unspecified)	0.487
CC#CCCC(=O)N1C=Cc2ccccc2C1C#N (stereo unspecified)	0.0795
Cc1nn(S(=O)(=O)N2CCCCC2)c(C)c1Br	-0.843
N#Cc1c(NCCN)nc(NCc2ccccc2)c2c1CCN(Cc1ccccc1)C2	-1.23
Cc1nnc(SCC(=O)Nc2ccccc2)[nH]c1=O	-0.296
CC(C)(C)OC(=O)N1CCCC(C(=O)CC#N)C1 (stereo unspecified)	0.0509
C/C=C\C=C\C(=O)N1CC2(CC(c3cccc(NC(=O)CC)c3)=NO2)C[C@H]1C(N)=O (stereo partly specified)	1.44
COc1ccc(/C=N/Nc2nc3ccccc3o2)cc1O	-0.455
COc1cc(/C=C/CO)cc(OC)c1OC/C=C(\C)CCC=C(C)C	-1.9
O=C1CCCC2=C1C(c1ccccc1)n1c(s/c(=C/c3cccc(F)c3)c1=O)=N2 (stereo unspecified)	0.975
Cc1ccc(F)c([C@H]2[C@H]3C=CC[C@@H](C)[C@@H]3C(=O)N2Cc2ccccc2)c1	-0.0778
CC[C@H](C)[C@@H](C(=O)N1CCNCC1)n1cc([C@@H](N)CC(C)C)nn1	1.11
CCOC(=O)N1CCN(C(c2ccc(C)cc2)c2sc3nc(C)nn3c2O)CC1 (stereo unspecified)	-0.0414
Cc1ccc(CNC(=O)c2cc(-c3ccccc3)nn2CC2CC(c3cccc([N+](=O)[O-])c3)=NO2)cc1 (stereo unspecified)	-0.841
Clc1ccc(-c2nn3c(-c4ccccc4)nnc3s2)cc1	0.131
Cc1c(N=Cc2c(O)n(Cc3ccco3)c(=O)c3ccccc23)c(=O)n(-c2ccccc2)n1C	-0.289

Further structures
Structure	Cav3 T inh
CC(=O)Nc1ccc(C(=O)CSc2nnc(Cn3nnc4ccccc43)n2C)cc1	0.0103
CC(C)c1ccc(O)c(N)c1	-0.0552
COc1ccc(C(=O)NC(Oc2ccccc2)C(Cl)(Cl)Cl)cc1 (stereo unspecified)	-0.287
CCOC(=O)CC(=O)CSc1nc(-c2cccnc2)ccc1C#N	-2.22
COc1ccc2c(c1)nc(SCC(=O)C(C)(C)C)n2C	0.381
COC(=O)Cc1cc(=O)oc2c(C)c(O)ccc12	-0.0852
Cc1nn(C)c(C)c1S(=O)(=O)Nc1ccc2c(c1)OCO2	0.166
COc1cc(CNCc2ccccn2)ccc1OCc1c(Cl)cccc1Cl	-1.48
O=C(NC1CCCCC1)C1CCC(CNS(=O)(=O)c2cccc3nsnc23)CC1 (stereo unspecified)	-0.327
COC(=O)COn1c(SCC(=O)OC)nc2ccccc2c1=O	1.12
COc1ccc(S(=O)(=O)Cc2ccc(C(=O)N3CCN(c4ccccn4)CC3)o2)cc1	0.351
CCn1c(NC(=O)c2cccc(Cn3cc(Cl)cn3)c2)nc2ccccc21	-0.178
Cc1ccc(CNC(=O)CN2C(=O)COc3ccc(C)cc32)cc1	-0.0518
O=C(c1ccc(-c2ccccc2Cl)s1)N1CCOCC1	-0.123
COc1ccccc1CNCC(O)(c1ccc(Cl)cc1)c1ccc(Cl)cc1	-4.51*
CC(C)CC(CO)N1CCN(C(=O)c2ccc(C(C)(C)C)cc2)CCC1=O (stereo unspecified)	0.148
O=C(CCC(=O)OCCCC(F)(F)C(F)(F)F)Nc1ccc(Cl)cc1Cl	-2.69
COc1ccc(/C=N\NC(=O)c2cc(OCC(F)(F)F)ccc2OCC(F)(F)F)cc1	0.693
Cc1ccc(/C=C/c2nnc(-c3cccs3)o2)cc1	-1.41
Cc1nn(-c2nc3ccccc3s2)c(C)c1Oc1ccccc1O	0.106
O=C(NC1CCCC1)c1ccc(CN2CCOCC2)cc1	0.0538
COc1ccc(C(C)(C)C)cc1NC(=O)c1c(C)noc1C	-0.318
O=C(CCCCCn1c(SCc2ccncc2)nc2ccccc2c1=O)NCc1ccco1	-2.27
O=C(CCCN1C(=O)c2ccccc2C1=O)Nc1sc2c(c1C(=O)NCc1ccco1)CCC2	-1.69
CCOC(=O)Cc1nnc(NC(=O)Nc2ccccc2)s1	0.556
CC1(C)CC[C@]2(C(=O)O)CC[C@]3(C)C(=CCC4[C@@]5(C)CC[C@H](O)C(C)(C)C5CC[C@]43C)C2C1 (stereo partly specified)	0.0176
Cc1nn2c(-c3ccc(Cl)cc3)nnc2s1	-0.216
